# PTAP TSG101 blk = qHTS Assay for Iinhibitors of HIV-1 Budding by Blocking the Interaction of PTAP/TSG101; Tumor susceptibility gene 101 protein (Homo sapiens), Q99816; Fluorescence polarization, FITC-PTAP peptide / Tsg101 binding; Potency, µM (series often up to 115 µM), for inactives: at the highest dose activity change, negative = inhibition, hits mostly inhibitors; 340,000 tested, under 10 active; AID 493005, 2010; active = well fitted inhibition curve with a large enough effect in the main read-out, with a control signal flat, not every such curve was filed as active; inconclusive = small, poorly fitted or top-dose-only effect, or effect the other way, or a change in a side signal; inactive = no such curve, though single readings can be large or run the other way; note: potency is the fitted concentration of half-maximal effect; % of control where 0% means no effect
#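 Compounds were pin-transferred onto Tsg101 binding domain (10 uM final) in HEPES pH 7.5 buffer, then FITC-PTAP peptide was added at 50 nM final. After 20 min at RT, polarization reported peptide displacement across a qHTS concentration series.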
# TCR act = Activators of T cell receptors: qHTS campaign. Potency, µM (series often up to 9.22 µM), for the others: at the top dose activation of IL-2 secretion, actives largely listed as activators. primary human leukocytes, anti-CD3, IL-2 HTRF, 48 h. 330,000 tested, under 10 active; note: % of control where 0% means no effect
#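 TCR engagement came from a-CD3 beads alone, with compounds added to primary human leukocytes for 48 hr. Secreted IL-2 bridged europium cryptate- and d2-labelled anti-IL-2 antibodies, giving FRET emission at 665nm after 320nm excitation.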
# Integrin act MD = qHTS for Activators of Integrin-Mediated Alleviation for Muscular Dystrophy | AID 624291, 2012 | Potency, µM (doses to about 38.3 µM), without a hit: at the top dose activation, most hits filed as activators | alpha7betagal myoblasts, beta-gal FDG fluorescence, 48 h | 350,000 tested, 0.064% active;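 note: potency is the fitted concentration of half-maximal effect; 100% = response of the positive control SU9516; nearly all actives have a fitted effect of over 60% in size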
#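 Alpha7betagal+/- myoblasts (passage 13) were plated 16-24 hr, then exposed to compounds (1:260 dilution of DMSO stock) for 48 hours at 37C. After MPER lysis, β-galactosidase reporter activity was read as FDG fluorescence (ex 480/em 540) after 30 minutes.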
# ASM inhibitor = Inhibitors of Secretory Acid Sphingomyelinase (S-ASM): qHTS. Sphingomyelin phosphodiesterase (Homo sapiens), P17405. placental ASM, HMU-PC fluorogenic substrate, 60 min. Potency, µM (series often up to 57.5 µM), inactives show at the highest dose activity change, negative = inhibition, hits mostly inhibitors. 340,000 tested, 0.006% active; note: potency is the fitted concentration of half-maximal effect
#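 qHTS format. ASM enzyme prepared from human placenta hydrolyses the fluorogenic substrate HMU-PC0 (9 uM final) over 60 min at 37 °C after a 10 min compound preincubation.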
# Chronic BCR inh = qHTS Assay to Find Inhibitors of Chronic Active B-Cell Receptor Signaling. ABC-DLBCL IkBa-CBG/CBR reporter, luminescence ratio, 4 h. Potency, µM (series often up to 46.1 µM), without a hit: at the top dose ratio change, negative = lower green/red ratio, hits mostly inhibitors. 340,000 tested, 0.05% active. AID 493014, 2011; active = well fitted inhibition curve with a large enough effect in the signal ratio, with a control signal flat, not every such curve was filed as active; inconclusive = small, poorly fitted or top-dose-only effect, or effect the other way, or a change in a side signal; the % refers to the signal ratio;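 note: potency is the fitted concentration of half-maximal effect; plate controls were basal doxycycline-induced cells for no effect and cells given 10 µM MG132 for full effect; MG132 reads +100%, hits lower the ratio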
#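 TMD8 human ABC-DLBCL cells with doxycycline-inducible IκBα–green luciferase fusion and unfused red luciferase, in 0.5% FBS medium; compounds up to 46 uM, 4 h at 37C. Green/red luminescence ratio, filter-overlap corrected, fitted to concentration-response curves.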
# ELG1 DNA repair = qHTS screen for small molecules that inhibit ELG1-dependent DNA repair in human embryonic kidney (HEK293T) cells expressing luciferase-tagged ELG1. Potency, µM (series often up to 46.1 µM), inactives show at the top dose activity change, negative = inhibition, most hits filed as inhibitors. 330,000 tested, 2.3% active. HEK293T ELG1-luciferase reporter, luminescence, 16 h; DNA damage induced by 5-fluorouridine; note: potency is the fitted concentration of half-maximal effect; % is set by controls: 0 for no effect and ±100 for the full control effect; nearly all actives have a fitted effect of over 55% in size
#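 HEK293T cells expressing luciferase-tagged ELG1 (2,000/well) received 5-Fluorouridine plus compound or DMSO for 16 hr at 37 °C. Luciferase was read by ONE-Glo luminescence after 30 min at room temperature.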
# TSHR antagonist = Antagonists of the Thyroid Stimulating Hormone Receptor: HTS campaign; TSHR-expressing cells, TSH-stimulated cAMP HTRF, 2 h; stronger effect = lower value; 330,000 tested, 0.2% active; activity change, negative = inhibition, % at 11.5 µM; Thyrotropin receptor (Homo sapiens), P16473;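 active = activity change below a set negative limit, meaning inhibition stronger than a set level, cut at about -70% in these data; inconclusive = activity change between two set negative limits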; note: % is set by controls: 0 for no effect and ±100 for the full control effect
#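 Freshly harvested TSHR cells receive pin-tooled compound, then EC80 TSH at 4nM final. After 2 hours at 37 deg C, antibody in lysis buffer and cAMP-d2 are added; 30 minutes at ambient temperature precede the HTRF read.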
# A-T KAP1 phos = qHTS Assay for Identifying a Potential Treatment of Ataxia-Telangiectasia | […] A-T fibroblasts, KAP-1 phosphorylation AlphaLISA; neocarzinostatin DNA damage 30 min before lysis | Potency, µM (series often up to 57.5 µM), inactives show at the top dose activation, most hits filed as activators | 320,000 tested, 0.19% active | AID 485349, 2010; note: potency is the fitted concentration of half-maximal effect; % of control where 0% means no effect; nearly all actives have a fitted effect of over 45% in size
#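 hTERT-immortalized A-T patient fibroblasts ([…]), 500 cells/well in OPTI-MEM, 1% FBS, got compounds for 60 min, then NCS for 30 min at 37C. Lysates were then assayed for phospho-KAP-1 by AlphaLISA (anti-pKAP1 donor, anti-KAP1 acceptor beads), 6 hr at 25C.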
# Tb PFK block = qHTS Assay to Find Inhibitors of T. brucei phosphofructokinase | ATP-dependent 6-phosphofructokinase (Trypanosoma brucei brucei), O15648 | T. brucei PFK, ADP-Glo luminescence | Potency, µM (highest dose often 57.5 µM), without a hit: top-dose activity, negative = inhibition, usual class: inhibitors | 330,000 tested, 0.17% active | AID 485367, 2010;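 note: potency is the fitted concentration of half-maximal effect; 0% = uninhibited 1x PFK enzyme wells and -100% = no-enzyme wells; nearly all actives have a fitted effect of over 60% in size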
# Target sequence (O15648 whole entry, looked up): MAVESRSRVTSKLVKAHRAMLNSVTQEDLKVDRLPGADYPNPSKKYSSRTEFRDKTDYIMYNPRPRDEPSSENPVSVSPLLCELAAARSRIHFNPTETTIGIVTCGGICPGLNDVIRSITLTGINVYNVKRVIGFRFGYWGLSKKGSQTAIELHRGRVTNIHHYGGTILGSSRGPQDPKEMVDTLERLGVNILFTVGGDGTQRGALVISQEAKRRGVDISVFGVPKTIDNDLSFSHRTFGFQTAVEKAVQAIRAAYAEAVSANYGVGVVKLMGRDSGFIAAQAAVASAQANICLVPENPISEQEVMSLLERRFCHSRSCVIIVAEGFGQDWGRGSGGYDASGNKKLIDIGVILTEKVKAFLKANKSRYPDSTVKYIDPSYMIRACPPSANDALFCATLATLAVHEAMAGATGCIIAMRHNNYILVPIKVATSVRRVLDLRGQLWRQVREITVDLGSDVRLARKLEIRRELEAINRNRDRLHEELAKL
#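 PFK 1.25 nM, F6P 0.5 mM, ATP 0.1 mM, 0.1 M TEA pH 8.0, 5 mM MgCl2, 0.01% Tween20, 0.1% BSA; 45 min RT. ADP-Glo readout. qHTS titration up to 57 uM; curves fitted, compounds curve-classed.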
# Eya2 inh = qHTS Assay for Inhibitors of the Phosphatase Activity of Eya2; Protein phosphatase EYA2 (Homo sapiens), O00167; 330,000 tested, 0.006% active; AID 488837, 2010; Potency, µM (titrated, usually from 76.9 µM), for the others: at the highest dose activity, negative = inhibition, actives largely listed as inhibitors; recombinant Eya2, OMFP fluorescence dephosphorylation (OMFP is methylfluorescein phosphate); note: potency is the fitted concentration of half-maximal effect; % is set by controls: 0 for no effect and ±100 for the full control effect
# Target sequence (O00167 whole entry, looked up): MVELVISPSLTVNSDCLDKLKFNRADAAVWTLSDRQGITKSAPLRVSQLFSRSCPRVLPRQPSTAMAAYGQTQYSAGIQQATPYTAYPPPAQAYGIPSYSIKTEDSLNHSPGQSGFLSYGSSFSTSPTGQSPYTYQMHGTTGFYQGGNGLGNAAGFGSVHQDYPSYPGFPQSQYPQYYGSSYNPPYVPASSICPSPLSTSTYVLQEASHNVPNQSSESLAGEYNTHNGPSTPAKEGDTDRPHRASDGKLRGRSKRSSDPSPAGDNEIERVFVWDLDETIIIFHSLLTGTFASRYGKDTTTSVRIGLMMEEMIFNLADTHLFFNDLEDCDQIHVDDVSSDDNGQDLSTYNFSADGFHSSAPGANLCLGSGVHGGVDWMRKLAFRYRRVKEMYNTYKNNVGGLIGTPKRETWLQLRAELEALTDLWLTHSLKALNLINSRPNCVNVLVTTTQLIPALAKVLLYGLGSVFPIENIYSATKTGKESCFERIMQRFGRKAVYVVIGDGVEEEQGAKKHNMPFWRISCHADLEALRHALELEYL
#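 Eya2 protein (added as 0.2 uM solution) was preincubated with compound for 10 min at ambient temperature in 50 mM HEPES pH 7.5, 50 mM NaCl, 5 uM MgCl2, 0.05% BSA, 1 mM DTT. OMFP (added at 50 uM) then reacted 10 min; fluorescence read at 485/525 nm.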
# Mito fusion act = qHTS Assay for Small Molecule Inhibitors of Mitochondrial Division or Activators of Mitochondrial Fusion; 320,000 tested, 0.23% active; AID 485298, 2010; Potency, µM (titrated, usually from 46.1 µM), for the others: at the highest dose growth rescue (activation), most hits filed as activators; S. cerevisiae fusion-defective mutant growth rescue, CellTiterGlo 48 h;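 note: potency is the fitted concentration of half-maximal effect; % of control where 0% means no effect; nearly all actives have a fitted effect of over 45% in size; temperature-sensitive fusion mutants such as fzo1-1 at 37 °C on non-fermentable ethanol glycerol medium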
#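 S. cerevisiae fusion-defective temperature-sensitive mutants (e.g. fzo1-1, mgm1-5) grown 48 h at 37C in YPEG (ethanol/glycerol non-fermentable) medium with 23 nl compound per well; growth rescue read as CellTiterGlo luminescence.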
# Active calls of the source: *; ? = inconclusive; nt = no result given; [ ] = dose if it differs, or a comment. Unless noted, calls come from the whole dose curve; as a rule, active = well fitted curve in the direction sought with a large enough effect; inconclusive = small, poorly fitted or top-dose-only effect, or another doubt; inactive = no such curve, though single readings can be large; an effect the other way counts as inactive or inconclusive.
canonical_smiles	PTAP TSG101 blk	TCR act	Integrin act MD	ASM inhibitor	Chronic BCR inh	ELG1 DNA repair	TSHR antagonist	A-T KAP1 phos	Tb PFK block	Eya2 inh	Mito fusion act
COc1ccc(OCCC(=O)OCC(=O)Nc2ccc(Br)cc2)cc1	-3%	-2%[46.1 µM]	2%	-7%	?	19%	8	-4%	5%	4%	-18%
Cc1ccc(C)c(CSC2=NCCN2S(=O)(=O)c2ccccc2)c1	0%	5%	-39%	1%	-3%	-8%	-19	26%	-10%	-18%	-4%
O=C(Cn1ccc([N+](=O)[O-])n1)Nc1ccccn1	1%	6%	5%	-5%	-7%	-5%	3	0%	-5%	8%	-1%
COCCNc1nc(SC)nc2sc3c(c12)CCN(C)C3	-8%	-2%	-34%	160%[activator]	0%	11%	-3	9%	-2%	-2%	-1%
c1coc(CNC2CCCCCCC2)c1	-2%	-3%	-16%	-3%	-1%	-1%	10	6%	-3%	-3%	3%
O=C(CSc1nc2ccccc2s1)NC(=O)NCc1ccco1	-2%	1%	-33%	-3%	1%	0%	-23	7%	?	3%	4%
Cc1ccc(NC(=O)COC(=O)C2CC2)cc1Cl	-1%	0%	-20%	-2%	9%	?	-1	0%	-6%	27%	5%
O=C(O)c1ccc(/C=N/Nc2nc3ccccc3[nH]2)cc1	-2%	1%	18%	4%	?	16%	-7	5%	-2%	9%	-5%
Cc1ccc(C2=NS(=O)(=O)N(C)C(C(=O)Nc3cc(C)n(CC(=O)N4CCC(C)CC4)n3)=C2)cc1	-3%	-2%	-37%	-18%	5%	8%	-2	0%	-3%	2%	-3%
Cc1ccc2nc(-c3cccc(SC4CCCCC4)c3)c(NCc3ccccc3)n2c1	-12%	-3%	-27%	314%[activator]	1%	26µM*	-13	32%	-3%	-1%	nt
N#CC(C#N)=C(Nc1ccccc1)c1ccccc1	-4%	-5%	-13%	-2%	1%	-1%	-2	-1%	-6%	3%	-8%
Cc1cc(C)n(CC(=O)N/N=C/c2ccco2)n1	-5%	5%	-10%	0%	-2%	-4%	31	2%	5%	0%	-1%
COc1ccc(-c2cn[nH]c2N)cc1OC	-7%	10%	8%	2%	?	-1%	5	-3%	-5%	16%	0%
COc1ccc(OC)c(N2Cc3ccccc3C2)c1	-2%	-3%[46.1 µM]	-4%	2%	?	-2%	39	4%	0%	-2%	-3%
Cc1cccc(N(CC(=O)NC2CCCC2)C(=O)c2c(C)noc2C)c1	-4%	2%	7%	2%	-2%	-5%	-22	-3%	6%	-11%	-1%
CCOc1ccc(Nc2ncnc3c2nnn3Cc2ccccc2)cc1	-3%	-2%	-6%	-1%	1%	0%	19	1%	0%	-12%	-2%
COc1ccc(C(CNC(=O)c2cccc(S(=O)(=O)Nc3ccc(C)cc3)c2)N2CCCCC2)cc1 (centres undefined)	0%	0%	-32%	nt	?	-10%	7	8%	9%	-1%	1%
CCCc1nc(-c2ccccc2)c(-c2ccc(OC)c(OC)c2)c(=O)[nH]1	-1%	-2%	26%	18%	1%	15%	11	-5%	-1%	-2%	1%
Cc1nn(-c2ccccc2)c(C)c1C(=O)OCC(=O)Nc1ccccc1F	5%	-1%	11%	3%	?	?	-37	5%	-10%	-4%	0%
O=C(Cn1c(SCC(=O)N2CCCc3ccccc32)nc2ccccc21)N1CCCC1	-4%	-9%[46.1 µM]	16%	4%	17%	-2%	-10	0%	-2%	8%	-1%
O=C(C1=NN(c2ccccc2)C2C(=O)N(c3ccc(Cl)cc3)C(=O)C12)c1ccccc1 (centres undefined)	?	0%[46.1 µM]	-3%	7%	2%	16%	8	-3%	-1%	-5%	6%
Cc1ccc(/C=C2\SC(N3CCCCC3)=NC2=O)cc1	2%	1%	9%	-4%	?	?	-9	0%	1%	6%	-4%
Cc1c(Cl)cccc1NC(=O)NCc1ccc(C)n1C	-1%	-2%	-13%	2%	-1%	-6%	2	-14%	-5%	-5%	-4%
CS(=O)(=O)c1ccc(N2CCN(c3ccccn3)CC2)c([N+](=O)[O-])c1	-1%	3%	0%	-7%	0%	-8%	-114*	1%	0%	7%	4%
O=C(Cc1ccccc1)Nc1ccc2[nH]ncc2c1	-1%	4%	15%	-4%	?	?	33	4%	-19%	-6%	1%
CCOc1ccc(-n2nc3c(=O)n(CCN4CCCCC4)nc(C)c3c2C)cc1	0%	-1%[46.1 µM]	-6%	4%	-1%	-12%	-2	-1%	2%	2%	2%
Cc1noc(NS(=O)(=O)c2ccc(NC(=O)CCC3CCCC3)cc2)c1C	-5%	-3%	22%	7%	22%	0%	14	-4%	0%	-5%	-1%
Cc1ccc2nc(-c3ccc(NC(=O)CSc4ccccc4)cc3)[nH]c2c1	-2%	-1%	-19%	2%	?	?	-12	-1%	0%	15%	-9%
NNC(=O)c1ccc(COc2ccc3c(c2)CCC3)o1	-2%	8%[46.1 µM]	-16%	-3%	?	?	6	-5%	-12%	-3%	2%
Cc1ccccc1C(=O)NN1CCOCC1	-3%	1%[46.1 µM]	0%	-2%	-1%	-1%	-3	2%	2%	-4%	0%
COC(=O)C1=C(C)N(C)C(C)=C(C(=O)OC)C1c1ccc(C(=O)OC)cc1	-2%	-1%	6%	-1%	-14%	?	-8	4%	-6%	-4%	4%
CCN(CC(=O)Nc1cc(S(=O)(=O)N2CCOCC2)ccc1C)Cc1ccccc1	-2%	-1%	11%	0%	-2%	-9%	-6	3%	2%	12%	-19%
CCN1CCN(S(=O)(=O)c2c[nH]c(C(=O)OC)c2)CC1	1%	-3%	3%	2%	11%	14%	18	-8%	2%	9%	1%
CCCN(CC(=O)Nc1cc(Cl)ccc1Cl)C(=O)/C=C/c1ccco1	-4%	-2%[46.1 µM]	-12%	-3%	?	-19%	-33	11%	-14%	7%	21%
CC(NC(=O)Cn1cccc1C(=O)c1ccccc1)c1ccccc1 (centres undefined)	-7%	0%	-11%	-1%	-1%	3%	0	5%	-4%	-2%	2%
COc1cccc(NC(=O)COC(=O)C2CC2)c1	-3%	nt	25%	-1%	0%	0%	-3	3%	-11%	1%	nt
CN(C(=O)COC(=O)CN1C(=O)c2cccc([N+](=O)[O-])c2C1=O)c1ccccc1	-8%	0%	-10%	-5%	0%	8%	-22	7%	1%	-11%	-2%
O=C(OCc1ccc(COC(=O)c2ccc(O)cc2)cc1)c1ccc(O)cc1	1%	0%	-50%[inhibitor]	-7%	-15%	?	-13	23%	-6%	2%	11%
C/C(=N/NC(=O)CNC(=O)Cc1ccc(Cl)cc1)c1ccco1	-4%	-3%	19%	4%	-3%	2%	0	6%	-3%	-1%	1%
CCc1ccc(NC(=O)CN(c2cc(C)cc(C)c2)S(=O)(=O)c2c(C)[nH]c(=O)[nH]c2=O)cc1	-3%	0%	24%	-1%	?	12%	0	9%	0%	-12%	0%
